# Pin1 inhibitor: human Pin1 inhibition; Potency, µM (doses to about 115 µM), for the others: top-dose activity, negative = inhibition, actives largely listed as inhibitors; 390,000 tested, 0.009% active; Pin1 FP peptide displacement, HiFluor488, 10 min; Q13526; active means well fitted inhibition curve with a large enough effect in the polarisation, with a control signal flat, not every such curve was filed as active; inconclusive means small, poorly fitted or top-dose-only effect, or effect the other way, or a change in a side signal; inactive means no such curve, though single readings can be large or run the other way; the % refers to the polarisation; further: potency means the concentration at half of the fitted maximal effect; on the % scale 0 is the no-effect control and ±100 the full control effect
# Target sequence (Q13526 whole entry, looked up): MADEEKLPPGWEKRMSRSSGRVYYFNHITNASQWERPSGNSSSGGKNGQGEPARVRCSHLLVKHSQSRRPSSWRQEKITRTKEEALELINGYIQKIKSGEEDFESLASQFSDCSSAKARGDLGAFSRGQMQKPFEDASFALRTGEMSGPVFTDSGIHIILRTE
# Tb PGK inh: T. brucei PGK inhibition; Potency, µM (series often up to 57.5 µM), for inactives: at the highest dose activity change, negative = inhibition, hits mostly inhibitors; P07378; 380,000 tested, 0.043% active; AID 602233; PGK/GAPDH coupled, Kinase-Glo luminescence, 60 min; further: potency means the concentration at half of the fitted maximal effect; on the % scale 0 is the no-effect control and ±100 the full control effect; nearly all actives have a fitted effect of over 60% in size
#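 Luminescent ATP detection (Kinase-Glo Plus) follows a 60-minute room-temperature incubation, with wells lacking PGK as controls. Buffer: 100 mM TEA (pH 7.6), 5 mM MgCl2, 0.01% Tween-20. Coupling enzyme GAPDH (100 nM final) supplies unstable 1,3-BPG in-well.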
# G9a block: inhibitors of human histone lysine methyltransferase G9a. Q96KQ7. G9a H3K9 monomethylation, AlphaScreen, 2 h. Potency, µM (series often up to 102 µM), for the others: top-dose activity, negative = inhibition, hits mostly inhibitors. 350,000 tested, 8.8% active. AID 504332; further: potency means the concentration at half of the fitted maximal effect; on the % scale 0 is the no-effect control and ±100 the full control effect; nearly all actives have a fitted effect of over 75% in size
#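 Quantitative HTS format: methyltransferase activity on a biotin-tagged H3K9 peptide is measured by AlphaScreen, using a rabbit anti-monomethyl-H3K9 antibody with streptavidin donor and anti-IgG acceptor beads. Final levels are 20 nM enzyme, 500 nM peptide, 20 uM SAM; 2 h RT.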
# HP1b chromo inh: blocks HP1-beta chromodomain binding to methylated histone tails. AlphaScreen HP1-beta / biotin-H3K9me3 peptide binding. Potency, µM (series often up to 114 µM), for the others: top-dose activity change, negative = inhibition, most hits filed as inhibitors. 390,000 tested, 0.56% active; further: potency means the concentration at half of the fitted maximal effect; nearly all actives have a fitted effect of over 70% in size; inactives centre near 23
# Target sequence (P83916 whole entry, looked up): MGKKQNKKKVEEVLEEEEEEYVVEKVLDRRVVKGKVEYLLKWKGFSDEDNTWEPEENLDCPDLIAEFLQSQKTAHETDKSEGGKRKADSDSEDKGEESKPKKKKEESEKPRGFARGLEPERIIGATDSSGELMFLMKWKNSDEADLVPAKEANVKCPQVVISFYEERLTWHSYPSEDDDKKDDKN
#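 AlphaScreen: HP1-beta (50 nM) preformed 30 min with biotin-H3(1-18)K9me3 peptide (50 nM) in PBS pH 7.4, 0.01% Tween-20. Compound added for 30 min at RT, then streptavidin donor/nickel chelate acceptor beads (10 ug/mL) for 30 min.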
# POLH inh: DNA polymerase eta (human) inhibition; recombinant Pol eta, fluorescent DNA replication assay; AID 588591; 390,000 tested, 1.2% active; Q9Y253; Potency, µM (series often up to 114 µM), without a hit: at the top dose activity change, negative = inhibition, hits mostly inhibitors; further: potency means the concentration at half of the fitted maximal effect; on the % scale 0 is the no-effect control and ±100 the full control effect
#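 Pol eta (10 nM) was preincubated with compounds for 15 min at room temperature, after which fluorescent replication substrate (50 nM final) was added to start the reaction. Fluorescence was read kinetically at 0 and 10 min.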
# JMJD2A Tudor: inhibitors of human JMJD2A Tudor domain; 390,000 tested, 4.4% active; Potency, µM (highest dose often 114 µM), for the others: top-dose activity change, negative = inhibition, actives largely listed as inhibitors; AID 504339; AlphaScreen JMJD2A-Tudor / H3K4me3 peptide binding; further: potency means the concentration at half of the fitted maximal effect; on the % scale 0 is the no-effect control and ±100 the full control effect; nearly all actives have a fitted effect of over 50% in size
# BAZ2B inh: blocks human BAZ2B | Q9UIF8 | AlphaScreen BAZ2B-H3K14Ac peptide displacement | Potency, µM (top dose mostly 114 µM), for inactives: top-dose activity change, negative = inhibition, hits mostly inhibitors | 360,000 tested, 4.4% active | AID 504333; further: potency means the concentration at half of the fitted maximal effect; on the % scale 0 is the no-effect control and ±100 the full control effect; nearly all actives have a fitted effect of over 60% in size
#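 In this displacement format the biotinylated H3(5-23) peptide acetylated at Lys14 serves as ligand at 50 nM, with BAZ2B at 50 nM in PBS pH 7.4 containing 0.01% Tween-20. Donor and acceptor beads are 10 ug/mL final.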
# PI4K2A block: inhibitors of human PI4K2A; Q9BTU6; purified PI4K2A, ADP-Glo luminescence, 1 h; stronger effect = lower value; 420,000 tested, 0.13% active; activity change, negative = inhibition, % at 76.9 µM; AID 1346378; in the data active means activity change below about -50%; inconclusive means mostly about -30% to -49%;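 further: -100% = wells without enzyme as full effect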
# Target sequence (Q9BTU6 whole entry, looked up): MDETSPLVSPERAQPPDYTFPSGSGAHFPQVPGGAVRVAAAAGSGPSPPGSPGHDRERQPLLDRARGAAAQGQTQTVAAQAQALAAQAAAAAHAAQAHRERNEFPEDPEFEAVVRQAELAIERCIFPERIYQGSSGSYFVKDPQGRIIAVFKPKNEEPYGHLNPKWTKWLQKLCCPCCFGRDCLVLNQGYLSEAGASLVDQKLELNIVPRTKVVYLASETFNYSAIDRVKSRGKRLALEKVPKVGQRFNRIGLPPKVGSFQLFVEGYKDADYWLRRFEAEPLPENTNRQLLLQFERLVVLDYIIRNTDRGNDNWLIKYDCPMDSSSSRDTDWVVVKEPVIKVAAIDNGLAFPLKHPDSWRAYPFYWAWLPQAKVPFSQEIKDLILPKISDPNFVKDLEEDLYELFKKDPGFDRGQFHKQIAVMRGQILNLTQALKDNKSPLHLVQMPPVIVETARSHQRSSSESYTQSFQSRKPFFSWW
#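 Compounds are screened against recombinant PI4K2A using PI as substrate and ATP, the latter dispensed at 300 microM. Reactions run one hour at ambient temperature before ADP-Glo detection; full inhibition defined by wells lacking enzyme.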
# GLS inh: blocks human kidney-isoform glutaminase activity. O94925. Potency, µM (doses to about 45.5 µM), without a hit: at the top dose activity change, negative = inhibition, most hits filed as inhibitors. GLS enzymatic activity, qHTS titration. 410,000 tested, 0.21% active; further: potency means the concentration at half of the fitted maximal effect; on the % scale 0 is the no-effect control and ±100 the full control effect
#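 Glutamate formation by hKGA was monitored fluorometrically using coupled glutamate oxidase, HRP and Amplex Red. Substrate was added as 1 mM L-glutamine solution; incubation was 30 min at RT after an initial read.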
# Active calls of the source: *; i = inactive; ? = inconclusive; . = not tested or not shown; [ ] = dose if it differs, or a comment. Unless noted, the call rests on the fitted dose curve; in most records, active means well fitted curve in the direction sought with a large enough effect; inconclusive means small, poorly fitted or top-dose-only effect, or another doubt; inactive means no such curve, though single readings can be large; an effect the other way counts as inactive or inconclusive. This is a subset (hit frequency here may not be typical).
BAZ2B inh,Pin1 inhibitor,HP1b chromo inh,GLS inh,PI4K2A block,G9a block,JMJD2A Tudor,Tb PGK inh,POLH inh,SMILES
9%,2%,14%,0%,4,25%[59 µM],1%,6%,-19%,CCc1noc(C)c1C(=O)NCCc1c[nH]c2ccccc12
-17%,0%,34%,-1%,1,-14%,-3%,-10%,4%,CCOC(=O)/C=C/COc1ccccc1[N+](=O)[O-]
-11%,-7%,18%,1%,-3,-28%[59 µM],-24%,i,-20%,O=C(NCCN1CCCCC1)c1ccc(Cn2c(SCc3ccc(F)cc3)nc3cccnc32)cc1
-4%,-10%,14%,-10%,2,3%,-1%,i,-16%,CCc1ccnc(NC(=O)Nc2ccc(OCc3ccccc3)cc2)c1
?,-4%,-10%,-4%,8,?,?,-1%,-10%,CN1C/C(=C/c2ccsc2)C(=O)/C(=C/c2ccsc2)C1
-21%,0%,14%,-2%,15,-7%,-27%,i,-18%,COc1ccccc1NC(=O)Nc1nc(C(C)(C)C)cs1
.,-1%,54%[activator],-4%,0,.,-6%,i,-9%,C[C@@H]1COC(=O)[C@@H](Cc2ccc(F)cc2)C/C=C\C[C@@H](CC(=O)N[C@H](CO)Cc2ccccc2)C(=O)N1
17%,3%,19%,0%,-6,?,-2%,-3%,-16%,CCS(=O)(=O)Nc1ccc2c(c1)N(C(C)=O)c1ccccc1CC2
50µM*,?,24%,?,-11,.,-19%,-8%,28µM*,Cc1cc2c(NC(=O)CC(C)(C)CC(=O)O)cccc2nn1
8%,-1%,-10%,0%,-1,8%[59 µM],-4%,1%,-4%,Fc1cccc(-c2nc(-c3ccncc3)no2)c1
-14%,-7%,41%[activator],6%,4,22%,-8%,7%,3%,CCOc1ccccc1NC(=O)NCc1ccccn1
-4%,-12%,5%,10%,1,3%,-3%,9%,-10%,CS(=O)(=O)c1ccc(NC(=O)CCCc2nc3ccccc3c(=O)[nH]2)cc1
4%,-4%,27%,0%,3,.,1%,-3%,1%,CCN(CC)C1CCN(C(=O)c2cc(COc3ccc(-n4cncn4)cc3)on2)C1 (centres undefined)
-28%,-1%,-8%,3%,-15,-14%,-30%,5%,1%,Nn1cc(-c2ccccc2)nc1SCC(=O)NCCc1ccccc1
21%,6%,94%[activator],-2%,-2,31%[59 µM],-1%,i,-5%,O=C(CSc1ccc(Br)cc1)Nc1ccccc1Oc1ccccc1
0%,1%,11%,7%,-5,5%[59 µM],-16%,i,?,O=C(CSc1nc2[nH]ncc2c(=O)[nH]1)N1CCCCC1
-2%,2%,43%[activator],-15%,5,5%,-5%,-6%,10%,Cc1n[nH]c(C)c1S(=O)(=O)N1CCCC(C(=O)NCC2COc3ccccc3O2)C1 (centres undefined)
-15%,0%,45%[activator],2%,6,32%,-10%,8%,-12%,CCOC(=O)C1CCN(C(=O)CCn2c(=O)c3cccn3c3cccnc32)CC1
10%,-9%,13%,52%[activator],-1,?,-13%,-1%,0%,COc1ccc(N2CCN(C(=O)Cn3c(=O)[nH]c4ccsc4c3=O)CC2)cc1
-14%,-1%,-7%,-5%,-2,25µM*,-14%,-6%,-18%,O=C(Nc1ccc(S(=O)(=O)Nc2ccccn2)cc1)c1cccc(Cl)c1

# Profiles, quoted from the list. Values in the order: BAZ2B inh, Pin1 inhibitor, HP1b chromo inh, GLS inh, PI4K2A block, G9a block, JMJD2A Tudor, Tb PGK inh, POLH inh
# `CS(=O)(=O)c1ccc(NC(=O)CCCc2nc3ccccc3c(=O)[nH]2)cc1` is listed as -4%, -12%, 5%, 10%, 1, 3%, -3%, 9%, -10%
# `COc1ccc(N2CCN(C(=O)Cn3c(=O)[nH]c4ccsc4c3=O)CC2)cc1` is listed as 10%, -9%, 13%, 52%[activator], -1, ?, -13%, -1%, 0%

# Next section.
BAZ2B inh,Pin1 inhibitor,HP1b chromo inh,GLS inh,PI4K2A block,G9a block,JMJD2A Tudor,Tb PGK inh,POLH inh,SMILES
-21%,-1%,28%,8%,-2,3%,2%,i,-7%,CCOC(=O)c1c(C)nc(C)c(C(=O)OCC)c1-c1cccc(N)c1
2%,4%,-3%,-1%,5,-9%[59 µM],-10%,6%,3%,Cc1ccc(C(=O)C2CCN(CC(=O)NC3CCCC3)CC2)cc1
-35%,-8%,19%,3%,6,10%[2.33 µM],-1%,-8%,-19%,CC(OC(=O)Cc1ccsc1)C(=O)Nc1ccc(Cl)cn1 (centres undefined)
0%,-6%,16%,39%[activator],1,2%,-23%,1%,-19%,CCOC(=O)C1=C(CS(=O)(=O)c2ccc(C)c(C)c2)NC(=O)NC1c1ccc(O)cc1 (centres undefined)
3%,-1%,6%,7%,-4,-15%,-6%,7%,-12%,CCN1C(=O)c2ccccc2Sc2ccc(C(=O)NCCC(C)C)cc21
-11%,-2%,?,?,-1,22µM*,-18%,-10%,-15%,CCC(CC)c1nnc(NC(=O)c2ccc3c(c2)OCO3)s1
.,2%,25%,5%,-4,.,-17%,i,-11%,CC(=O)c1cccc(NC(=O)CSc2nc3ccccc3c(=O)n2CCCN2CCOCC2)c1
12%,0%,38%,-1%,0,14%[12.7 µM],-4%,1%,3%,CCc1ccccc1NC(=O)CN(C)C(=O)c1cc(C2CC2)nn1-c1ccccc1
-6%,-5%,22%,-16%,-4,31%[12.7 µM],-16%,-2%,-3%,COCc1nnc(NC(=O)CCN2C(=O)c3ccccc3C2=O)s1
3%,1%,1%,-7%,-2,2%[12.7 µM],-35%,-6%,?,COc1ccc(-c2nnc(SCC(=O)c3cc(C)n(Cc4cccs4)c3C)o2)cc1
-23%,-2%,32%,-9%,0,17%,-9%,3%,-26%,CC(C)CCNC(=O)C(CC(C)C)N(Cc1ccc2c(c1)OCO2)C(=O)c1snc(C(N)=O)c1N (centres undefined)
?,6%,-7%,3%,10,11µM*,20µM*,.,7%,CCOC(=O)C1CCN(Cc2coc3c(Cl)cc(Cl)cc3c2=O)CC1
.,?,32%,6%,6,.,-10%,8%,-11%,CN(CC(=O)Nc1cccc(F)c1)CC(=O)Nc1cccc2ccccc12
9%,36%[activator],29%,-26%,2,8.9µM*,-28%,-3%,-9%,COc1ccc(Cn2nnnc2C(c2cc3ccc(OC)cc3[nH]c2=O)N2CCCCCC2)cc1 (centres undefined)
10%[57.1 µM],-10%,0%,-1%,-10,-26%,-36%,-4%,?,COc1cccc(N=Nc2c(N)[nH]n3c(=O)cc(-c4ccccc4)nc23)c1
-19%,-9%,7%,24%,-2,46%,?,i,-9%,COc1ccc(NS(=O)(=O)c2ccc3oc(SC(C)C(N)=O)nc3c2)cc1 (centres undefined)
8%,-3%,43%[activator],-4%,4,-38%[59 µM],2%,-3%,-8%,COC(=O)c1ccn(-c2nc(-c3ccco3)cc(C(F)(F)F)n2)n1
-5%,-5%,27%,1%,3,3%[59 µM],-4%,-6%,-9%,CC(C)(C)C(=O)Nc1nnc(SCC(=O)Nc2ccc3c(c2)OCO3)s1
-1%,2%,41%[activator],-12%,4,.,-4%,-10%,-13%,COc1ccc(-c2nc(SCC(=O)NC3CCCCC3)n[nH]2)cc1
9%,0%,63%[activator],5%,-3,17%,-15%,-8%,-3%,CCCCC(=O)Nc1nc(C)c(C(C)=O)s1

# Carrying on.
BAZ2B inh,Pin1 inhibitor,HP1b chromo inh,GLS inh,PI4K2A block,G9a block,JMJD2A Tudor,Tb PGK inh,POLH inh,SMILES
5%,-4%,41%,2%,2,2%[59 µM],-3%,-1%,-11%,CCOC(=O)c1c(-c2ccc(OC)cc2)nc2nonc2c1N
-11%,-2%,21%,9%,-3,-5%[2.33 µM],-29%,5%,-6%,CN(C)CCCN(C(=O)c1cccs1)c1nc(-c2ccccc2)cs1
-4%,5%,18%,-4%,3,18%[59 µM],-16%[57.1 µM],-9%,-8%,Cc1[nH]nc(-c2ccc(OCc3cnn(-c4ccccc4)c3)c(C)c2O)c1Oc1ccccc1
-25%,0%,13%,14%,2,-16%[12.7 µM],-32%,8%,-20%,Cc1cc(C(=O)NCC(=O)OCC(=O)Nc2ccc(OC(F)F)cc2)ccc1[N+](=O)[O-]
-4%,3%,48%[activator],-11%,-1,-28%[59 µM],-29%,-1%,-14%,CCCCC1CCC(C(=O)N2CC(=O)Nc3ccc(C)cc3C2c2ccc(F)cc2)CC1 (centres undefined)
1%,2%,17%,-1%,-1,-40%[59 µM],-16%,-3%,-15%,Cc1ccc(NC(=O)COn2nnc3ccc(S(=O)(=O)N(C)C)cc32)cc1F
-6%,-7%,24%,1%,-10,?,-4%,-14%,-10%,Cc1c(/C(O)=C2\C(=O)C(=O)N(CCN(C)C)C2c2cccnc2)cnn1-c1ccccc1 (centres undefined)
-31%,-6%,28%,5%,6,?,-1%,-1%,-8%,CCCc1n(CC(O)COCc2ccccc2)c2ccccc2[n+]1C (centres undefined)
5%,2%,23%,1%,-2,9%[2.33 µM],-12%,3%,-1%,O=C(CSc1nc(-c2ccccc2)cc(C(F)(F)F)n1)NCc1ccco1
0%,-3%,60%[activator],-2%,7,-5%[59 µM],21%,i,-22%,CC1(C)N=C(SCC(=O)Nc2ccc(Cl)cc2Cl)C(c2ccccc2)=N1
50µM*,-9%,?,-18%,2,45µM*,79µM*,?,20µM*,C#CCSc1nc2sc3c(c2c(=O)n1C)CCC3
-1%,2%,28%,19%,6,-44%,-18%,-5%,-18%,Cc1cc(Nc2ccccc2)nc2cc(O)ccc12
0%,0%,?,?,-19,22%[59 µM],?,-6%,0%,CC(C)c1ccc2[nH]c3nc(SCC(=O)NC4CC4)nnc3c2c1
3%,-4%,44%[activator],1%,-2,-6%[0.501 µM],-3%,-5%,-9%,CCC(=O)N(Cc1cc2ccccc2[nH]c1=O)c1ccccc1OC

# Screens deposited in PubChem BioAssay by National Center for Advancing Translational Sciences (NCATS).
